From PubChem BioAssay
KCNQ1 block = blocks the human KCNQ1 potassium channel; 310,000 compounds, 1.3% hits; B-score at 10 µM; P51787; CHO-K1 KCNQ1, FluxOR thallium flux fluorescence; stronger effect = higher value; AID 2642;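 active means compounds whose thallium flux B-score, printed positive for inhibition, exceeds three library SD while starting fluorescence stays within three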;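 further: channel opened by potassium depolarization with thallium stimulus after 20 min compound exposure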
Target sequence (P51787 whole entry, looked up): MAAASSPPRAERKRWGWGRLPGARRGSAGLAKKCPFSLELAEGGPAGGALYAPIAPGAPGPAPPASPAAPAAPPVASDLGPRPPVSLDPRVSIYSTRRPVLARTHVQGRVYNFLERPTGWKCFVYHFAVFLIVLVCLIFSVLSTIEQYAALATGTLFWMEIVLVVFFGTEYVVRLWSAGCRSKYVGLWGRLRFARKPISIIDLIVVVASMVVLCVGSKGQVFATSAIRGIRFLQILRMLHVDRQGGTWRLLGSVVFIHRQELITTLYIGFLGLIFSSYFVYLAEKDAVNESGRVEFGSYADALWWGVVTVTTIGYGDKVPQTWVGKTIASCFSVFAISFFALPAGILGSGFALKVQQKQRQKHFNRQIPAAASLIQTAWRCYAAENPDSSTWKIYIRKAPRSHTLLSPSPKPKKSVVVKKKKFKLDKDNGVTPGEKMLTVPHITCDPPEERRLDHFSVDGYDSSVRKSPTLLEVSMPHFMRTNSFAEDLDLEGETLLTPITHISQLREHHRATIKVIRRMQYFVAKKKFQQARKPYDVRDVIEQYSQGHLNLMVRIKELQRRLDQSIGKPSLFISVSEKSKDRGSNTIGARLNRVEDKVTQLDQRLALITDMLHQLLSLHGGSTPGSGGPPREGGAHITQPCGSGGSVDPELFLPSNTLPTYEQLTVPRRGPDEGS
TMEM16A act = mouse TMEM16A channel activation, primary screen; Q8BHY3; HEK293 TMEM16A/YFP-H148Q/I152L, iodide quench fluorescence; stronger effect = lower value; B-score at 10 µM; 340,000 compounds, 0.3% hits;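 active means fluorescence-ratio B-score plate-corrected deviation score at least 3 library SD below zero, with starting fluorescence score within 5 deviations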;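 further: channel opened by trigger with iodide after compound preincubation; score built on the fluorescence ratio of max minus min over baseline; more negative score means more quench and so TMEM16A activation or potentiation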
KCNQ1 pot = human KCNQ1 channel potentiation or activation; P51787; B-score at 10 µM; 310,000 compounds, 0.35% hits; CHO-K1 KCNQ1, thallium flux FluxOR fluorescence; stronger effect = higher value; AID 2648;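 active means fluorescence ratio B-score, a plate-corrected score, at least three library SD, with initial intensity B-score within 5 SD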
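Medium – assay buffer, equal DMSO in all wells · Material – CHO-K1 cell line with stable KCNQ1 potassium channel expression · Signal – kinetic FluxOR thallium fluorescence, 10-s 1-Hz baseline, 110-s post-stimulus read · Compound – single concentration per compound, DMSO matched to controls · Schedule – 37 °C overnight plating, 90-min dark dye load, 20-min compound pretreatment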
Dyrk1A ADPGlo = inhibitors of rat Dyrk1A kinase. inhibition, % at 12.5 µM. ADP-Glo luminescence, NFATc1 peptide. AID 504441. 310,000 compounds, 0.43% hits. Q63470; in the data active means inhibition above about 50%;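 further: plate controls were vehicle with enzyme for no effect and no enzyme for full effect; many of its hits are not listed in these tables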
KCNK3 block = human KCNK3 channel inhibition, primary screen | O14649 | CHO-KCNK3 thallium flux, FluxOR fluorescence; stronger effect = lower value | B-score at 10 µM | 340,000 compounds, 0.84% hits | AID 602410;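 active means B-score under library mean minus 4 SD, starting fluorescence ratio at most library mean plus 5 SD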;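 further: more negative B-score means stronger inhibition of thallium flux through KCNK3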
KCNK9 block = human KCNK9 channel inhibition; Q9NPC2; HEK293 KCNK9, FluxOR thallium flux fluorescence; stronger effect = lower value; B-score at 10 µM; 310,000 compounds, 1.2% hits;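 active means ratio B-score over 3 SD below the library mean, with starting fluorescence within 5 SD of its mean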;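 further: negative B-score means less thallium flux so channel inhibition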
Target sequence (Q9NPC2 whole entry, looked up): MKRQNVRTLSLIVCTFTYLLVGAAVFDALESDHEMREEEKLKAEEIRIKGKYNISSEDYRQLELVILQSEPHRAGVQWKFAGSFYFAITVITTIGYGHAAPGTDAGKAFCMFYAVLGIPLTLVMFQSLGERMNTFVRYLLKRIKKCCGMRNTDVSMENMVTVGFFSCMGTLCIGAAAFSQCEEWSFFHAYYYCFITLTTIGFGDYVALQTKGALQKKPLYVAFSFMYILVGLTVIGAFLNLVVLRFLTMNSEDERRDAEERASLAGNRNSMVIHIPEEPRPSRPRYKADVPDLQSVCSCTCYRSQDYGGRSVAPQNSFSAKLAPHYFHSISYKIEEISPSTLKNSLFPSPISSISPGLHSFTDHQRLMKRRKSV
HDAC3 inhib = inhibitors of human histone deacetylase 3. 320,000 compounds, 0.15% hits. AID 2718. inhibition, % at 8.3 µM. O15379. recombinant HDAC3, fluorogenic peptide/trypsin coupled, fluorescence; in the data active means inhibition above about 26%, passing the limit was not always enough
TMEM16A inh = mouse TMEM16A channel inhibition, primary screen; HEK293 TMEM16A/YFP iodide influx fluorescence, ionomycin; normalized B-score (activity score, 25-100; higher = stronger inhibition) at 10 µM; 310,000 compounds, 1.2% hits;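 active means ratio plate-corrected score three or more library SD toward inhibition, starting fluorescence score within five deviations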;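 further: score derived from kinetic fluorescence span divided by baseline fluorescence per well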
TRPC4 potent = allosterically enhances the mouse TRPC4 cation channel | B-score at 10 µM | 310,000 compounds, 0.42% hits | HEK293 TRPC4beta/mu-opioid, DAMGO EC20, Fluo-4 Ca2+ flux; stronger effect = higher value;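 active means B-score of calcium response area above 5 SD of library B-scores, with initial fluorescence ratio within 5 SD of library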;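 further: B-score of integrated fluorescence ratio over time as area under calcium response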
hERG rescue = hERG (human) protection from proarrhythmic block. CHO-hERG, FluxOR thallium flux, dofetilide IC70 present. AID 1511. Q12809. activation (rescue from dofetilide block), less the hit threshold, % at 10 µM. 310,000 compounds, 0.51% hits;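 active means activation above the mean of controls blocked by dofetilide plus 5 SD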;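 further: thallium influx through hERG after potassium depolarization seen as dye fluorescence rise; in these data hits start at about 4.7%; inactives centre near -7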
TRPC4 agonist = activators of mouse TRPC4 channel. HEK293 TRPC4beta/mu-opioid, Fluo4 calcium fluorescence; stronger effect = higher value. B-score at 10 µM. 310,000 compounds, 0.49% hits. AID 2237;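 active means B-score above 5 SD of library B-scores, and initial fluorescence ratio not above library mean plus 5 SD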;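 further: positive B-score marks a calcium rise read as TRPC4 activation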
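system = HEK293 cells stably co-expressing mouse TRPC4beta and mu-opioid receptor | schedule = Fluo4 dye loading 45 min at room temperature, 110 s recording | measure = B-scored integrated calcium fluorescence ratio | signal = Fluo4 calcium-sensitive dye fluorescence, kinetic, 1 Hz baseline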
Numbers without * were called inactive. An excerpt; rates above refer to the full screens.

Screening CC(C)C(NS(=O)(=O)c1cccc2nsnc12)C(=O)Nc1nc2ccc(Cl)cc2s1 (stereo not given) returned KCNQ1 block inactive, TMEM16A act inactive, KCNQ1 pot inactive, Dyrk1A ADPGlo 10, KCNK3 block inactive, KCNK9 block inactive, TMEM16A inh inactive, TRPC4 potent inactive, hERG rescue -7 and TRPC4 agonist inactive.
`CCN(CC)S(=O)(=O)c1ccc(N2CCOCC2)c(NS(=O)(=O)c2ccc(OC)cc2)c1` gave KCNQ1 block inactive, TMEM16A act inactive, KCNQ1 pot inactive, Dyrk1A ADPGlo 1, KCNK3 block inactive, KCNK9 block inactive, HDAC3 inhib 5, TMEM16A inh inactive, TRPC4 potent inactive, hERG rescue -17 and TRPC4 agonist inactive.
`CCOC(=O)CSc1nc2c(sc(=S)n2CCc2ccccc2)c(=O)n1Cc1ccco1` gave KCNQ1 block inactive, TMEM16A act inactive, KCNQ1 pot inactive, Dyrk1A ADPGlo -5, KCNK3 block -9.2*, KCNK9 block -8.9*, HDAC3 inhib 1, TMEM16A inh inactive, TRPC4 potent inactive, hERG rescue -19 and TRPC4 agonist inactive.
For CCOC(=O)c1c(C)c(C(=O)NCc2ccc3c(c2)OCO3)c(C)n1C the results were KCNQ1 block inactive, TMEM16A act inactive, KCNQ1 pot inactive, Dyrk1A ADPGlo -4, KCNK3 block inactive, KCNK9 block inactive, TMEM16A inh inactive, TRPC4 potent inactive, hERG rescue -9 and TRPC4 agonist inactive.
O=S(=O)(NCc1ccccn1)c1ccc2c(c1)OCCO2 was read as KCNQ1 block inactive, TMEM16A act inactive, KCNQ1 pot inactive, Dyrk1A ADPGlo 1, KCNK3 block inactive, KCNK9 block inactive, HDAC3 inhib -10, TMEM16A inh inactive, TRPC4 potent inactive, hERG rescue -2 and TRPC4 agonist inactive.
`COc1ccc(CCC(=O)NC2CCCN(Cc3ccc(Cl)cc3)C2)cc1OC` (stereo not given) gave KCNQ1 block inactive, TMEM16A act inactive, KCNQ1 pot inactive, Dyrk1A ADPGlo 8, KCNK3 block inactive, KCNK9 block inactive, HDAC3 inhib -2, TMEM16A inh inactive, TRPC4 potent inactive, hERG rescue -3 and TRPC4 agonist inactive.
Screening COc1ccc(-c2cc(C(F)F)n3ncc(C(=O)NCC4CCCO4)c3n2)cc1 (stereo not given) returned KCNQ1 block inactive, TMEM16A act inactive, KCNQ1 pot inactive, Dyrk1A ADPGlo 9, KCNK3 block inactive, KCNK9 block inactive, HDAC3 inhib 0, TMEM16A inh inactive, TRPC4 potent inactive, hERG rescue -3 and TRPC4 agonist inactive.
Screening O=C(/C=C/c1ccco1)Nc1ccc(Oc2ccc(Cl)cc2)cc1 returned KCNQ1 block inactive, TMEM16A act inactive, KCNQ1 pot inactive, Dyrk1A ADPGlo 2, KCNK3 block inactive, KCNK9 block inactive, HDAC3 inhib -2, TMEM16A inh inactive, TRPC4 potent inactive, hERG rescue -8 and TRPC4 agonist inactive.
Screening CCCCn1c(N)c(Sc2ccc([N+](=O)[O-])cc2)c(=O)[nH]c1=O returned KCNQ1 block inactive, TMEM16A act inactive, KCNQ1 pot inactive, Dyrk1A ADPGlo -1, KCNK3 block inactive, KCNK9 block inactive, HDAC3 inhib 5, TMEM16A inh inactive, TRPC4 potent inactive, hERG rescue -5 and TRPC4 agonist inactive.
Screening N#Cc1c(-c2ccco2)cc(-c2ccc(F)cc2)nc1N returned KCNQ1 block inactive, KCNQ1 pot inactive, Dyrk1A ADPGlo -1, KCNK3 block inactive, KCNK9 block inactive, HDAC3 inhib -30, TMEM16A inh inactive, TRPC4 potent inactive, hERG rescue -10 and TRPC4 agonist inactive.
Screening Clc1ccc(NCc2cccnc2)c(Cl)c1 returned KCNQ1 block inactive, TMEM16A act inactive, KCNQ1 pot inactive, Dyrk1A ADPGlo 1, KCNK3 block inactive, KCNK9 block inactive, HDAC3 inhib -4, TMEM16A inh inactive, TRPC4 potent inactive, hERG rescue -15 and TRPC4 agonist inactive.
CCOCCCn1c(SCC(=O)Nc2ccc(OC)cc2)nc2ccccc2c1=O was read as KCNQ1 block inactive, TMEM16A act inactive, KCNQ1 pot inactive, Dyrk1A ADPGlo 11, KCNK3 block inactive, KCNK9 block inactive, HDAC3 inhib 3, TMEM16A inh inactive, TRPC4 potent inactive, hERG rescue -10 and TRPC4 agonist inactive.
`COc1ccc(-n2cnnc2SC(C)C(=O)Nc2cccc([N+](=O)[O-])c2)cc1` (stereo not given) gave KCNQ1 block inactive, TMEM16A act inactive, KCNQ1 pot inactive, Dyrk1A ADPGlo 1, KCNK3 block inactive, KCNK9 block inactive, HDAC3 inhib -1, TMEM16A inh inactive, TRPC4 potent inactive, hERG rescue -1 and TRPC4 agonist inactive.
Screening Cc1ccc(NC(=O)Cn2c(=O)oc3ccccc32)cc1Cl returned KCNQ1 block inactive, TMEM16A act inactive, KCNQ1 pot inactive, Dyrk1A ADPGlo -2, KCNK3 block inactive, KCNK9 block inactive, HDAC3 inhib 1, TMEM16A inh inactive, TRPC4 potent inactive, hERG rescue -4 and TRPC4 agonist inactive.
`COc1cccc(C(=O)Nc2cnc(NC(=O)c3ccco3)cc2C)c1` gave KCNQ1 block inactive, TMEM16A act inactive, KCNQ1 pot inactive, Dyrk1A ADPGlo -3, KCNK3 block inactive, KCNK9 block inactive, HDAC3 inhib -4, TMEM16A inh inactive, TRPC4 potent inactive, hERG rescue -6 and TRPC4 agonist inactive.
Screening FC(F)(F)c1cc(C(F)(F)F)c2ccc(N/N=C/c3ccccc3)nc2n1 returned KCNQ1 block inactive, TMEM16A act inactive, KCNQ1 pot inactive, Dyrk1A ADPGlo 5, KCNK3 block inactive, KCNK9 block inactive, HDAC3 inhib -1, TMEM16A inh inactive, TRPC4 potent inactive, hERG rescue -3 and TRPC4 agonist inactive.
`CCC1Sc2ccc(S(=O)(=O)CCC(=O)NCc3ccc(C)o3)cc2NC1=O` (stereo not given) gave KCNQ1 block inactive, TMEM16A act inactive, KCNQ1 pot inactive, KCNK3 block inactive, KCNK9 block inactive, HDAC3 inhib 14, TMEM16A inh inactive, TRPC4 potent inactive, hERG rescue -2 and TRPC4 agonist inactive.
`O=C(c1cccs1)N1CCN(c2ccc(F)cc2)CC1` gave KCNQ1 block inactive, TMEM16A act inactive, KCNQ1 pot inactive, Dyrk1A ADPGlo 3, KCNK3 block inactive, KCNK9 block inactive, HDAC3 inhib 0, TMEM16A inh inactive, TRPC4 potent inactive, hERG rescue -10 and TRPC4 agonist inactive.
CN(C1CCCCC1)S(=O)(=O)c1ccc(NC(=O)C2CCCCC2)cc1 was read as KCNQ1 block inactive, TMEM16A act inactive, KCNQ1 pot inactive, Dyrk1A ADPGlo 1, KCNK3 block inactive, KCNK9 block inactive, HDAC3 inhib 7, TMEM16A inh inactive, TRPC4 potent inactive, hERG rescue -5 and TRPC4 agonist inactive.
O=C(N/N=C/c1ccc(-c2ccccc2C(=O)O)o1)c1cccs1 was read as KCNQ1 block inactive, TMEM16A act inactive, KCNQ1 pot inactive, Dyrk1A ADPGlo 0, KCNK3 block inactive, KCNK9 block inactive, TMEM16A inh inactive, TRPC4 potent inactive, hERG rescue -7 and TRPC4 agonist inactive.
O=C(COc1ccc2c3c(c(=O)oc2c1)CCC3)NCc1cccnc1 was read as KCNQ1 block inactive, TMEM16A act inactive, KCNQ1 pot inactive, Dyrk1A ADPGlo 8, KCNK3 block inactive, KCNK9 block inactive, HDAC3 inhib -5, TMEM16A inh inactive, TRPC4 potent inactive, hERG rescue -7 and TRPC4 agonist inactive.
For Cc1ccc(C(=O)O)cc1S(=O)(=O)N1CCSCC1 the results were KCNQ1 block inactive, TMEM16A act inactive, KCNQ1 pot inactive, Dyrk1A ADPGlo 8, KCNK3 block inactive, KCNK9 block inactive, HDAC3 inhib 13, TMEM16A inh inactive, TRPC4 potent inactive, hERG rescue -15 and TRPC4 agonist inactive.
O=C(Nc1ccc(S(=O)(=O)Nc2ccc(Cl)cc2)cc1)C1CCCO1 (stereo not given) was read as KCNQ1 block inactive, TMEM16A act inactive, KCNQ1 pot inactive, Dyrk1A ADPGlo 2, KCNK3 block inactive, KCNK9 block inactive, HDAC3 inhib -1, TMEM16A inh inactive, TRPC4 potent inactive, hERG rescue -15 and TRPC4 agonist inactive.
For Cc1ccc(N=c2oc3cc(O)ccc3cc2C(N)=O)cc1 the results were KCNQ1 block inactive, TMEM16A act inactive, KCNQ1 pot inactive, Dyrk1A ADPGlo 77*, KCNK3 block inactive, KCNK9 block inactive, HDAC3 inhib -13, TMEM16A inh inactive, TRPC4 potent inactive, hERG rescue 2 and TRPC4 agonist inactive.
For CCOC(=O)c1ccccc1NC(=O)CSc1nnc(C)c(=O)[nH]1 the results were KCNQ1 block inactive, TMEM16A act inactive, KCNQ1 pot inactive, Dyrk1A ADPGlo -5, KCNK3 block inactive, KCNK9 block inactive, HDAC3 inhib 4, TMEM16A inh inactive, TRPC4 potent inactive, hERG rescue -4 and TRPC4 agonist inactive.
For COc1ccc(CCNC(=O)CN(c2cc(C)cc(C)c2)S(=O)(=O)c2c(C)noc2C)cc1OC the results were KCNQ1 block inactive, TMEM16A act inactive, KCNQ1 pot inactive, Dyrk1A ADPGlo 1, KCNK3 block inactive, KCNK9 block inactive, HDAC3 inhib 3, TMEM16A inh inactive, TRPC4 potent inactive, hERG rescue -7 and TRPC4 agonist inactive.
`Cc1ccc(N2CC(C(=O)Oc3cccc(N4C(=O)CCC4=O)c3)CC2=O)cc1` (stereo not given) gave KCNQ1 block inactive, TMEM16A act inactive, KCNQ1 pot inactive, Dyrk1A ADPGlo -4, KCNK3 block inactive, KCNK9 block inactive, HDAC3 inhib 2, TMEM16A inh inactive, TRPC4 potent inactive, hERG rescue -12 and TRPC4 agonist inactive.
`COc1ccc(-c2nc(S(=O)(=O)c3ccc(C)cc3)c(N3CCCC3)o2)cc1` gave KCNQ1 block inactive, TMEM16A act inactive, KCNQ1 pot inactive, Dyrk1A ADPGlo 2, KCNK3 block inactive, KCNK9 block inactive, HDAC3 inhib 3, TMEM16A inh inactive, TRPC4 potent inactive, hERG rescue -4 and TRPC4 agonist inactive.
